Compound activity (PubChem BioAssay)
F508del corr: CFTR F508del correction in bronchial cells; CFBE cells, YFP halide quenching; stimulated with forskolin plus potentiator P3; % fluorescence drop versus neutral controls; hit rate 0.36% among 350,000; activity (quench increase), % at 7.58 µM;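 active means mean added fluorescence quench of at least 8% versus neutral control, with both replicates also reaching 8%; inconclusive means only one of the mean or replicate conditions met; inactive means mean below 8% and not both replicates reaching 8%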;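 further: cells transiently co-express mutant CFTR-F508del with the halide-sensitive YFP; corrector assay measuring rescue of mutant channel to the surface after 24 h compound exposure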
RAD52 inh: RAD52 (human) annealing inhibition; P43351; recombinant RAD52 DNA annealing, FRET fluorescence; inhibition, % at 18.7 µM; hit rate 0.46% among 360,000; AID 651710;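 active means every replicate showing at least 50% inhibition; inconclusive means mean inhibition at least 50% but not in every replicate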
GSIS activator: GLuc luminescence reporter in INS-1E cells, primary screen for activators of glucose-dependent secretion of insulin. hit rate 0.61% among 370,000. activation, % at 16.6 µM. INS-1E GLuc reporter insulin secretion, 2-3 h;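 active means lowest replicate activation of at least 40%, so every replicate reaches that level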;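 further: 0% = median of neutral control wells and 100% = median of IBMX positive control wells; some compounds called inactive have numbers as strong as hits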
DENV2 CPE: protects cells from dengue virus 2 cytopathic effect; DENV2-infected cells, cytopathic effect rescue, plate reader; CPE inhibition, % at 9.99 µM; hit rate 1.7% among 350,000; AID 651640; in the data active means CPE inhibition above about 20%, passing the limit was not always enough; inconclusive means no clear call, values can overlap the other calls; tested in BHK-21 cells;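 further: 0% = median of neutral control wells and 100% = median of positive control wells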
Xi reactivation: reactivates the inactive X chromosome in mouse fibroblasts. activation, % at 7.58 µM. hit rate 0.055% among 360,000. XiGFP mouse fibroblasts, % GFP-positive cells imaging, 3 d; cells co-treated with 5-aza-dC sensitizer; scaled so ellipticine positive control = 100%;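 active means mean normalized replicate activation at least 10% and every replicate at or above 10%; inconclusive means only one of the two criteria met; inactive means mean below 10% and not all replicates reach 10%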;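 further: 0% = median of on-plate neutral control wells and 100% = ellipticine 6 µM median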
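Assay system: SV40-immortalized XiGFP fibroblast cells, line 68-5-11; buffer or medium: DMEM plus 5-aza-dC sensitizer; compound: one concentration, pinned; timing: compounds 3 days, fix/stain 15 min at room temperature; benchmarks: positive control ellipticine, 6 µM final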
RAD54 inh: RAD54 (human) branch migration inhibition. Q92698. RAD54 Holliday junction branch migration, FAM/BHQ fluorescence. inhibition, % at 10.4 µM. hit rate 0.14% among 360,000;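 active means mean normalized replicate activity at least 40 and at least half of replicates scoring 40 or more; inconclusive means only one of the two criteria met; inactive means mean below 40 and under half of replicates reaching 40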;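 further: 0% = median of neutral control wells and 100% = median of positive control wells; inhibitors cause a drop in the FAM fluorescence signal; in these data hits start at about 50%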
Target sequence (Q92698 whole entry, looked up): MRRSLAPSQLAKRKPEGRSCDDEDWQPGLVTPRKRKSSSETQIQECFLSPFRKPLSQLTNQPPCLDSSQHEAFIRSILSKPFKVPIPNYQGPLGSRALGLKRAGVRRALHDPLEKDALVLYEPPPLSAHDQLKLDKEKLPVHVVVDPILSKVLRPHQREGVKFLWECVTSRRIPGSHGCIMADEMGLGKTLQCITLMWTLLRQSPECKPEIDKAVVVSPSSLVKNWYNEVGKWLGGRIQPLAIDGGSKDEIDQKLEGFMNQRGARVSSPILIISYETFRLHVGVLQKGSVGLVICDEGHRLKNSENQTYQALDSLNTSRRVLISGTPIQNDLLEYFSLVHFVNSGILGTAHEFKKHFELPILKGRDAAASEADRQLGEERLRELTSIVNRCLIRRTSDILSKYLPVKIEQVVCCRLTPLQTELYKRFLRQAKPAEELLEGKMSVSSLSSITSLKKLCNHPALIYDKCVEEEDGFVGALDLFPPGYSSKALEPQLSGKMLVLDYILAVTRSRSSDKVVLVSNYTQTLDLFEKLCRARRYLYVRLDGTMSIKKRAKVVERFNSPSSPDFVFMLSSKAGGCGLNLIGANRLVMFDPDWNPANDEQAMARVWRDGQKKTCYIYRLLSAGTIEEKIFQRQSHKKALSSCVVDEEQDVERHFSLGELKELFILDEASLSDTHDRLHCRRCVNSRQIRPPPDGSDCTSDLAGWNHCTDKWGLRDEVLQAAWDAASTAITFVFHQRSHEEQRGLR
E-selectin induc: induces E-selectin expression in human endothelial cells; HUVEC E-selectin immunofluorescence imaging; normalized: neutral wells 0, TNF-alpha wells 100; P16581; hit rate 0.37% among 260,000; activation, % at 7.58 µM;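 active means mean E-selectin-positive cell signal at least 10% of the positive control, reached in at least 60% of replicates, without over 20% cell loss; inconclusive means no rule given, readout overlaps actives, possibly toxicity-flagged; inactive means the rest, including those meeting only one limit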;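 further: in these data hits start at about 27%; measured in HUVEC primary endothelial cells; signal is the percent of cells scored E-selectin positive by PE staining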
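Read-out basis: % PE-positive cells; Test system: HUVEC primary endothelial cells; Technique: immunofluorescence imaging; Dosing: single-point compound dose.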
Casp6 inh: inhibitors of human caspase-6 | inhibition, % at 12.5 µM | P55212 | purified caspase-6, Z-VEID-R110 cleavage fluorescence | hit rate 0.53% among 350,000;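 active means mean inhibition across replicates at least about 35%, with every replicate also reaching that limit, limit read from the data; inconclusive means only one of the two criteria met; inactive means neither criterion met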;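 further: 0% = median of neutral control wells and 100% = no fluorescence left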
Target sequence (P55212 24-179 limits assumed): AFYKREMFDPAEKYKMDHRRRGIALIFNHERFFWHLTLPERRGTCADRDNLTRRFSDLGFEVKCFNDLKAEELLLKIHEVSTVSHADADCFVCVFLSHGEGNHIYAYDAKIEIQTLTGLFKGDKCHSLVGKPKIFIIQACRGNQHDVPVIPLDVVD
Target sequence (P55212 194-293 limits assumed): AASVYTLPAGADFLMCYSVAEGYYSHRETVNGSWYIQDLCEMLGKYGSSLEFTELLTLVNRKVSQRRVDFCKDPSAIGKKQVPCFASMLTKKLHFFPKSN
Starred values were filed as active, the others as inactive; i = inactive; ? = inconclusive; . = not tested or not shown; & = joins results of further samples.

SMILES	F508del corr	RAD52 inh	GSIS activator	DENV2 CPE	Xi reactivation	RAD54 inh	E-selectin induc	Casp6 inh
CC(C)CCN1CCN(Cc2ccc(Sc3nncn3C)o2)CC1CCO (centres undefined)	2.6	-3	0	-5	0.0	.	.	-3
COc1ccc(C2=CCN3CCCCC3C2)c(-c2ccc(OC)c(OC)c2)c1 (centres undefined)	3.4	0	-8	-3	0.1	9	0.0	-1
Cc1nn(C)cc1C(C)NC(=O)c1cc(COc2ccc(F)c(F)c2)on1 (centres undefined)	-3.0	0	-3	-2	-0.1	6	.	-2
Cc1cccc(N(C(=O)CS(=O)CC(=O)Nc2ccc3c(c2)OCO3)C(C)C(=O)NC2CCCC2)c1C (centres undefined)	-1.0	0	-31	.	0.1	.	8.8	0
CN(CC(=O)Nc1cccc(F)c1)C(=O)CCNC(=O)c1ccc(Br)cc1	0.1	-20	-11	-1	0.2	8	0.0	-1
O=C(NC1CCCC1)[C@@H]1N[C@@H]2c3ccc(-c4cccc(F)c4)c(=O)n3C[C@@H]2[C@H]1CO	-0.1	-7	-6	?	-0.1	.	0.5	0
COc1c(Cl)cnn(-c2cccc(C)c2)c1=O	2.1	-6	.	5	0.1	-2	0.9	-3
COc1ccc(NC(=O)N2CCC3(CC2)CN(CC2CC2)[C@H](CO)c2c3c3ccc(OC)cc3n2C)cc1	4.7	.	7	-1	0.2	.	-0.7	.
O=C(COc1ccc(F)cc1)NCCCn1ccnc1	2.1	14	3	-4	0.0	-1	0.2	-11
O=C(NCC(c1ccco1)N1CCN(c2ccc(F)cc2)CC1)c1cccs1 (centres undefined)	0.4	-15	-9	4	0.2	0	.	1

Copied from the list.
Reading of O=C(NC1CCCC1)[C@@H]1N[C@@H]2c3ccc(-c4cccc(F)c4)c(=O)n3C[C@@H]2[C@H]1CO in Xi reactivation: -0.1
Reading of O=C(NCC(c1ccco1)N1CCN(c2ccc(F)cc2)CC1)c1cccs1 (centres undefined) in DENV2 CPE: 4

Going on with the list:
SMILES	F508del corr	RAD52 inh	GSIS activator	DENV2 CPE	Xi reactivation	RAD54 inh	E-selectin induc	Casp6 inh
CSc1nnc(C)c(/C=C/NOCc2cccc(F)c2)n1	0.4	-24	-2	-1	0.1	-6	.	7
O=C1c2ccccc2NC(c2ccc(-c3ccc(F)cc3)o2)N1O (centres undefined)	0.6	-42	-8	1	0.8	9	0.0	.
C[C@@H]1CN([C@H](C)CO)C(=O)Cc2cc(NC(=O)c3ccncc3)ccc2O[C@H]1CN(C)Cc1ccc(-c2ccccc2)cc1	4.8	19	-31	-1	-0.7	1	0.4	-3
O=C1CCC(c2ccccc2)=NN1Cc1c(F)cccc1Cl	-2.0	-1	12	-3	-0.1	.	.	0
O=C(CCCOc1ccccc1)Nc1cccc(S(=O)(=O)N2CCOCC2)c1	1.4	-61	-20	-3	0.0	-11	0.4	0
CCN(CC)Cc1c(C(=O)N/N=C/c2ccc(OCc3ccccc3C)cc2)nnn1-c1nonc1N	0.9	-2	0	3	0.1	6	.	-1
C[C@H](NC(=O)c1ncn2c1C(=O)NC[C@@H]2C)C(=O)OC(C)(C)C	-1.4	-9	2	2	0.2	.	-0.1	0
CC(=O)Nc1ccc(C(=O)N(C2=NC(C)CS2)c2ccc(Cl)cc2)cc1 (centres undefined)	0.9	-3	6	5	0.0	3	1.2	-2
COc1ccc2c(C)cc(SCC#N)nc2c1	-1.6	-165	.	-1	.	-6	.	5
CCN(CC)c1ccc2c(-c3ccc(S(=O)(=O)O)cc3S(=O)(=O)[O-])c3ccc(=[N+](CC)CC)cc-3oc2c1	.	i	-13	.	.	-366	.	-40

Among those listed so far, these have a furan ring, fused or not:
SMILES	F508del corr	RAD52 inh	GSIS activator	DENV2 CPE	Xi reactivation	RAD54 inh	E-selectin induc	Casp6 inh
CC(C)CCN1CCN(Cc2ccc(Sc3nncn3C)o2)CC1CCO (centres undefined)	2.6	-3	0	-5	0.0	.	.	-3
O=C(NCC(c1ccco1)N1CCN(c2ccc(F)cc2)CC1)c1cccs1 (centres undefined)	0.4	-15	-9	4	0.2	0	.	1
O=C1c2ccccc2NC(c2ccc(-c3ccc(F)cc3)o2)N1O (centres undefined)	0.6	-42	-8	1	0.8	9	0.0	.

Further structures:
SMILES	F508del corr	RAD52 inh	GSIS activator	DENV2 CPE	Xi reactivation	RAD54 inh	E-selectin induc	Casp6 inh
CN(CC(=O)Nc1ccc(F)c(F)c1)S(=O)(=O)c1cccs1	-3.7	-10	-10	0	0.4	4	.	2
COc1ccc(S(=O)(=O)N(C)C[C@H]2OCc3cnnn3CCCC(=O)N([C@H](C)CO)C[C@@H]2C)cc1	0.0&2.1&0.8	-13&14&-4	8&4	6&-16&0	-0.1&0.2	5&-4&-3	-0.1&0.2	1&-2&-1
C[C@H]1CN([C@@H](C)CO)C(=O)c2cc(NC(=O)CCN3CCOCC3)ccc2O[C@H]1CN(C)Cc1ccncc1	-0.4	-2	10	-1	-0.1	-9	-11	-2
CCc1ccc(Nc2nnc(SC(C)C(=O)NC3CC3)s2)cc1 (centres undefined)	0.6	7	13	2	2.8	7	-1.2	3
CCC(=O)Nc1ccc(C(=O)CSc2nc(N)cc(N)n2)cc1	-1.4	-16	8	6	-0.1	-11	2.7	-1
O=S(=O)(c1cccc(C(F)(F)F)c1)c1ccc(O)cn1	-0.4	-23	26	-3	0.0	.	.	0
CC(=O)Nc1ccc(S(=O)(=O)C(C#N)c2nc3ccccc3nc2NCCO)cc1 (centres undefined)	2.8	-32	4	-5	0.0	4	4.1	1
CCOC(=O)N1CCC(NC(=O)Cn2cc3c(n2)CCCC3)CC1	-1.9	-2	7	0	0.2	-2	15	1
CO[C@@H]1CN(C)C(=O)c2cc(NC(C)=O)ccc2OC[C@H](C)N(CC2CCCCC2)C[C@H]1C	-3.2	.	-9	.	0.2	-9	0.0	.
COc1ccc(C(=O)n2cnc3ccccc32)cc1[N+](=O)[O-]	-1.5	-10	0	-1	-0.1	7	.	0
Cc1ccc(S(=O)(=O)N2C[C@H]3n4c(=O)ccc(=O)n4C[C@H](OC(=O)NCc4ccccc4F)[C@@]3(O)C2)cc1	0.6	-2	-20	16	0.2	8	-0.2	27
COc1ccc(NC(=O)N(C)C[C@H]2Oc3ccc(NC(=O)NC(C)C)cc3C(=O)N([C@H](C)CO)C[C@H]2C)cc1	-5.0	1	13	34*	-0.9	-7	0.3	2
CC(C)[C@@H]1Cc2[nH]c(=O)[nH]c(=O)c2[C@H](c2ccc(F)cc2)O1	-1.0	-6	30	-14	0.0	.	0.0	-1
CO[C@H]1CN(C)C(=O)c2cc(NC(=O)C3CCC3)ccc2OC[C@@H](C)N(Cc2ccncc2)C[C@@H]1C	-0.4	10	6	52*	0.0	-20	0.2	.
O=C(C[C@@H]1CC[C@H]2[C@@H](COC[C@@H](O)CN2CC2CCOCC2)O1)NCC1CC1	-0.7	-2	15	?	0.0	-11	0.0	0
O=C(Cc1ccccc1)N[C@@H]1CC[C@H](CC(=O)N2CCOCC2)O[C@H]1CO	-1.8	-3	15	3	-0.4	-9	0.1	0
C/C=C/c1ccc([C@H]2[C@H](CO)N3CCCCN(S(=O)(=O)c4ccc(F)cc4)C[C@@H]23)cc1	-2.5	-11	-6	-29	0.4	5	0.1	7
Cc1ccc(N(C)C(=O)c2cc(S(=O)(=O)N3CCCC3)cn2C)cc1	6.0	-6	7	5	0.0	2	-0.1	1
CCOc1ccc2c(c1)c1nnc(SCC(=O)NC3CC3)nc1n2C	-0.8	-9	9	-2	0.4	4	.	-3
COc1cccc(CN(CC(=O)NC2CCCCC2)C(=O)c2csnn2)c1	-0.5	-10	1	1	0.0	-5	0.0	4
O=C(Nc1ccccc1)/C(=C/c1ccc(F)cc1)NC(=O)c1ccco1	-0.7	4	-7	-6	0.0	-9	1.5	-1
COc1ccc(S(=O)(=O)Nc2ccc3c(c2)C(=O)N([C@@H](C)CO)C[C@H](C)[C@@H](CN(C)Cc2ccc(C(=O)O)cc2)OCCCC[C@H](C)O3)cc1	0.3	2	15	54*	-0.1	-4	-0.1	-2
COc1ccc(NC(=O)c2cc3cc(OC)ccc3oc2=O)cc1	-0.5	-19	16	-1	0.0	-21	0.2	-1
CCCCN(C)CCCNC(=O)c1cc(=O)[nH]c2ccc(S(=O)(=O)N3CCCCC3C)cc12 (centres undefined)	1.8	-3	-6	-3	0.0	.	.	-35
COc1ccc(N2CCN(C(=O)c3ccc(Cl)c(S(=O)(=O)N4CCOCC4)c3)CC2)cc1	-0.3	-7	0	-2	0.0	3	.	3
C[C@@H]1CN([C@@H](C)CO)S(=O)(=O)c2ccc(C#CC3CC3)cc2O[C@H]1CN(C)Cc1ccccc1	-0.6	-14	-16	.	0.2	2	-0.2	-5
COc1ccc2c(c1)C(C)CC(C)(C)N2C(=O)Nc1ccccc1 (centres undefined)	.	-18	.	4	0.0	-6	.	-11
COc1cc(C)ccc1OCC(=O)OCC(=O)NCC1CCCCC1	1.1	-12	8	0	0.1	-9	-0.1	-1
C[C@H](CO)N1C[C@H](C)[C@H](CN(C)C(=O)Nc2cccc3ccccc23)OCCCC[C@H](C)Oc2ccc(N(C)C)cc2C1=O	-3.7	.	-17	.	0.1	.	0.1	.
COc1cccc(CCC(=O)N2CCC(n3nccc3NC(=O)CC(C)C)CC2)c1	0.7	-8	5	3	0.0	-4	39*	1
NC(=O)C1(Nc2ccc([N+](=O)[O-])cc2)CCCC1	0.9	-12	2	-2	0.7	-1	1.4	1
COc1ccc(CC(=O)n2[nH]c(=O)c3ccccc3c2=O)cc1OC	-0.7	-10	7	10	0.3	.	5.2	1
O=c1cc(CN2CCOCC2)c2c(ccc3ccccc32)o1	2.3	-5	.	-1	.	.	.	-1
C[C@@H]1CN([C@H](C)CO)C(=O)c2cc(C#CC3CCCC3)cnc2O[C@H]1CN(C)C(=O)C1CCCCC1	2.4	20	-11	-23	-0.1	-4	0.5	2
CCS(=O)(=O)N1CCC2(CC1)CN(Cc1ccccc1OC)[C@H](CO)c1c2c2ccc(OC)cc2n1C	-2.7	-87	-4	-4	0.0	.	-0.2	3
CS(=O)(=O)Nc1ccc(Br)cc1	-2.8	-10	8	16	-0.1	.	-0.1	2
CC(=O)N1CC(=O)N2[C@H](C1)[C@@H](c1ccc(-c3ccc(C)cc3)cc1)[C@@H]2CO	-1.1	4	7	4	0.3	.	0.0	-3
CC1CN(S(=O)(=O)c2cc(C(=O)N3CCCCC3C)ccc2Cl)CC(C)O1 (centres undefined)	-0.1	-7	26	-5	0.3	-6	1.4	0
CCc1nnc(NS(=O)(=O)c2ccc(NC(=O)c3ccc(S(=O)(=O)N(CC)CC)cc3)cc2)s1	1.0	1	7	4	0.1	-1	1.0	5
CCN(CC(=O)NCc1cccs1)c1ccc(S(=O)(=O)N2CCCC2)cn1	-1.9	-10	.	0	0.0	-2	0.3	2
CN(C(=O)c1ccc(F)cc1)c1ccc(OCC(=O)Nc2ccccc2C(=O)O)cc1	-2.4	-9	-14	10	0.0	5	0.0	4
